Screens deposited in PubChem by The Scripps Research Institute Molecular Screening Center.
FBW7 activator: human FBW7 E3 ligase activation, primary screen | Q969H0 | AlphaScreen FBW7–phospho-cyclin E peptide binding, activator screen | normalized activity (activation), % at 26.1 µM | 650,000 tested, 0.13% active; in the data active means normalized activity above about 1.9%;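 further: purified mutant Fbw7 with reduced substrate affinity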
TEAD-YAP inh: TEAD-YAP interaction inhibition. HEK-TIYL cells, TEAD-Gal4/YAP UAS-luciferase luminescence. inhibition, % at 9.12 µM. 640,000 tested, 1.4% active. AID 1259422; in the data active means inhibition above about 32%;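 further: 0% = median of test compound wells and 100% = reference inhibitor wells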
MITF inh: blocks human microphthalmia-associated transcription factor. 650,000 tested, 0.91% active. AID 1259374. inhibition, % at 2.6 µM. AlphaScreen MITF homodimerization, bead proximity signal. O75030; in the data active means inhibition above about 50%;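 further: 0% = vehicle wells with protein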
Target sequence (O75030 whole entry, looked up): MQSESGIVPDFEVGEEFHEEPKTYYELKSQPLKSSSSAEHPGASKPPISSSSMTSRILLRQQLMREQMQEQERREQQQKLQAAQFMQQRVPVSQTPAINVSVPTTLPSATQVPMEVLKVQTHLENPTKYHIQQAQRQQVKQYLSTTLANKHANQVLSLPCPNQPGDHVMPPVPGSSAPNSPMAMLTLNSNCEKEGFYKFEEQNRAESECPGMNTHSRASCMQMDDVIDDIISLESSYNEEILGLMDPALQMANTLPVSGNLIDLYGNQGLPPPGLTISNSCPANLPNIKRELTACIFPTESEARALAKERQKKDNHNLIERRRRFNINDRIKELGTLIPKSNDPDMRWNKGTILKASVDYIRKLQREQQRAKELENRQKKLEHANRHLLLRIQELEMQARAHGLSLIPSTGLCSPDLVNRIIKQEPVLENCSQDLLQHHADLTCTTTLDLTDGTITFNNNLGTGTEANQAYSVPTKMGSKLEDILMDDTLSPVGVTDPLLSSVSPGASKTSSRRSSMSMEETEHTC
GPR151 activ: human GPR151 activation | Q8TDV0 | PathHunter beta-arrestin GPR151 cells, luminescence | activation, % at 11.2 µM | 650,000 tested, 1% active | AID 1508602; in the data active means activation above about 4.9%;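 further: 0% = median of compound wells and 100% = cells with positive control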
Target sequence (Q8TDV0 whole entry, looked up): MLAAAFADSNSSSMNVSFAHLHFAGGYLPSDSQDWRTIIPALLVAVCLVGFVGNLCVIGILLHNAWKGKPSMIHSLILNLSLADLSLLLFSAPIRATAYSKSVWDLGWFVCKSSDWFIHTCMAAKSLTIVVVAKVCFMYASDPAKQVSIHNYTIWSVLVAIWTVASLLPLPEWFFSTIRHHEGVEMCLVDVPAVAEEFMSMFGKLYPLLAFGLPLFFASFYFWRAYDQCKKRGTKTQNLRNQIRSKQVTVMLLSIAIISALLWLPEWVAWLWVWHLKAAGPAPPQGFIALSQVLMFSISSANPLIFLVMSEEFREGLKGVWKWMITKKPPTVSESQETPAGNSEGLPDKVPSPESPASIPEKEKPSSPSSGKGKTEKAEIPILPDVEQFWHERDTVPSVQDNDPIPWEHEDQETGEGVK
Numbers without * were called inactive; . = not tested or not shown; & = joins results of further samples. Compounds as they come; about 3.4% have a hit in one of these screens.

SMILES | FBW7 activator | TEAD-YAP inh | MITF inh | GPR151 activ
COc1ccc(C2=NC(c3ccc(Br)cc3)NC(c3cc(Cl)ccc3O)C2)cc1 (configuration not stated) | 0.2 | -18 | 13 | -2.0
Cc1ccc(C2=NN3C(=N)/C(=C/c4ccco4)C(=O)N=C3S2)cc1 | -0.4 | -11 | -4 | 1.5
Cc1cccc(Nc2nc(Cl)nc(Cl)n2)c1 | 0.1 | 0 | 0 | 0.8
COC(=O)c1ccc(NC(=O)C(C)Sc2nc(C)cc(C)n2)cc1 (configuration not stated) | 0.6 | -2 | 12 | -0.4
O=S(=O)(c1cc(Br)c(Br)s1)N1CCN(c2cccc(C(F)(F)F)c2)CC1 | 0.1 | -8 | -7 | -1.7
COc1ccccc1CNC(=O)CC(NS(=O)(=O)c1ccc(F)cc1)C(C)C (configuration not stated) | 0.0 | 8 | -4 | -0.5
COc1ccccc1N(CCCN1C(=O)c2cccc3cccc(c23)C1=O)C(=O)c1cccc([N+](=O)[O-])c1 | 0.1 | -3 | -5 | 0.1
O=C(CN1CCN(c2ccc([N+](=O)[O-])cc2)CC1)c1ccccc1 | 0.0 | 11 | 7 | -0.5
Cc1nonc1CC(=O)NC1(c2ccc3c(c2)OCO3)CCCC1 | 0.0 | 8 | 2 | 0.4
Cc1ccc(N(C(=O)c2c(F)cccc2Cl)C2C=CS(=O)(=O)C2)cc1 (configuration not stated) | 0.2 | -3 | 12 | 0.3
Cc1sc(NC(=O)COc2ccc(C(C)(C)C)cc2)c(C(=O)OC(C)C)c1C | -0.2 | -6 | 3 | 0.2
Cc1ccc(C(=O)COC(=O)CN2C(=O)C3C4C=CC(C4)C3C2=O)cc1[N+](=O)[O-] (configuration not stated) | 0.2 | 3 | 1 | 13*
CC(=O)NCCC(=O)Nc1ccccc1C(F)(F)F | 0.0 | 8 | -2 | -0.9
COc1cccc(C(=O)NCCOc2ccc(F)cc2)c1OC | -0.1 | -14 | -2 | -1.9
COc1cc(-c2nc3sc4c(c3c(=O)[nH]2)CCCC4)ccc1OCCOc1cccc(C)c1 | 0.8 | -13 | 5 | 0.2
O=C(Nc1ccccc1C(=O)NCc1cccnc1)c1ccc(F)cc1 | -0.1 | 6 | 6 | 0.8
C=CCN1CCN(c2c(Cl)cccc2NC(=O)c2ccnc(Br)c2)CC1 | -0.1 | -7 | -6 | 0.0
NC(=O)C1CCN(C(=O)COc2ccc(Nc3ccccc3)cc2)CC1 | 0.3 | -5 | 15 | 0.1
Cn1ccnc1SCCNC(=O)CCc1nnc(-c2ccc3c(c2)OCO3)o1 | 0.4 | -2 | 10 | 0.0
O=C(Nc1cc(Oc2ccc(F)cc2)cc(Oc2ccc(F)cc2)c1)c1cc2nc(-c3cccs3)cc(C(F)(F)F)n2n1 | 0.6 | 1 | 4 | 0.3
COc1ccccc1CNC(=O)COc1ccc(N2CCN(c3ccccn3)CC2)nn1 | 0.2 | 0 | 12 | -0.2
O=C1C(=O)N(CCN2CCOCC2)C(c2ccccc2)/C1=C(\O)c1ccc(Cl)cc1 (configuration not stated) | -0.1 | -2 | -1 | -0.2
O=c1[nH]c(SCc2cccc3ccccc23)nc2[nH]ncc12 | 0.2 | -2 | 8 | 0.8
COc1cc(/C=C/C(=O)Nc2ccccc2C(N)=O)cc(OC)c1OC | 0.1 | -13 | 1 | 0.1
C=CCOc1ccc(CNc2cccc([N+](=O)[O-])c2)cc1 | 0.1 | -4 | 11 | 0.0

Next section, overlapping the part above by 2 compounds.
SMILES | FBW7 activator | TEAD-YAP inh | MITF inh | GPR151 activ
COc1cc(/C=C/C(=O)Nc2ccccc2C(N)=O)cc(OC)c1OC | 0.1 | -13 | 1 | 0.1
C=CCOc1ccc(CNc2cccc([N+](=O)[O-])c2)cc1 | 0.1 | -4 | 11 | 0.0
CC(NC(=O)c1cccs1)c1nnc(SCC(=O)Nc2ccc(F)cc2)n1C (configuration not stated) | 0.0 | -11 | -5 | -0.5
CCCCNC(=O)CCC(=O)N1CC(C)Oc2ccccc21 (configuration not stated) | -0.1 | -7 | 9 | 2.6
O=C(CCc1ccccc1)Nc1nnc(S(=O)(=O)N2CCCc3ccccc32)s1 | 0.1 | 7 | -2 | 3.3
COc1ccc(NC(=O)c2ccco2)cc1NC(=O)COc1ccccc1[N+](=O)[O-] | -0.2 | -6 | 0 | -0.9
CSCCC(=O)N(C)C(Cc1ccc(F)cc1)C1CCN(CCO)CC1 (configuration not stated) | 0.0 | 8 | 11 | 0.2
Clc1cc(Br)ccc1OCCCCn1ccnc1 | 0.1 | -8 | 74* | 0.0
CCN1CCCC1CNC(=O)c1cc(Nc2ccc(OC)cc2OC)nc2ccccc12 (configuration not stated) | -0.1 | 1 | 8 | 1.8
CCn1c(CN2CCN(Cc3cccc(C)n3)C(CCO)C2)nc2ccccc21 (configuration not stated) | 0.0 | 4 | 12 | -1.5
CCOc1ccc2[nH]c(=O)c(CN(CC3CCCO3)C(=O)N(CC)CC)cc2c1 (configuration not stated) | -0.1 | 3 | -1 | 0.2
CN(C)c1ccc(C2CC(c3c(-c4ccccc4)c4cc(Cl)ccc4[nH]c3=O)=NN2C(=O)CCC(=O)O)cc1 (configuration not stated) | 0.7&-0.1 | -1&-2 | 13&-7 | -0.5&-0.6
c1ccc(CNc2ncnc3sc4c(c23)CCC4)cc1 | 0.3 | -6 | 6 | 0.2
CCOc1ccc(C2C(=O)N(C3CCCCC3)CC(=O)N2Cc2ccco2)cc1OC (configuration not stated) | 0.4 | 4 | 25 | -0.6
CC12C=CC(O1)C1C(=O)N(c3ccc(Cl)c(C(=O)O)c3)C(=O)C12 (configuration not stated) | -0.2 | 8 | -6 | 0.1
FC(F)(F)c1cccc(N=c2oc3ccccc3cc2-c2nc3ccccc3[nH]2)c1 | -0.1 | 8 | 0 | -7.4
Cc1nc(NC(=O)CSc2nc(C3CC3)nc3sc(C)c(C)c23)sc1C | 0.2 | -15 | 4 | 0.2
COCCCNC(=S)Nc1ccc(C)cc1Br | 0.8 | -42 | 18 | -1.0
O=C(CN1CCCCC1)N/N=C/c1ccc(OCC(=O)N2CCCCC2)cc1 | 0.1 | -14 | 11 | -1.5
O=C(NCCOc1ccccc1F)c1sc2ccccc2c1Cl | 0.2 | -40 | 0 | -0.9
CCCn1c(=O)c2c(nc3n(-c4ccc(C(=O)OCC)cc4)c(C)c(C)n23)n(C)c1=O | -0.1 | -6 | -11 | 0.6
CC[N+](C)(CC)CC(=O)Nc1c(C)cccc1C | 0.1 | . | 19 | 0.0
CCOC(=O)c1cnc2ccc(OCC)cc2c1Nc1cccc2ccccc12 | 0.1 | -2 | -8 | 0.3
CC(=O)Nc1ccc(C(=O)OCC(=O)Nc2ccc(C)c(Cl)c2)cc1 | 0.7 | 12 | 8 | -0.1
CN(c1ccccc1C(=O)NC(C)(C)C)S(C)(=O)=O | -0.1 | 17 | 13 | 1.1
CCc1ccc(OCCCNC(=O)Nc2cc(OC)c(OC)c(OC)c2)cc1 | 0.0 | 9 | -21 | -0.3
CC1CN(CN2C(=O)CCC2=O)CC(C)O1 (configuration not stated) | 0.1 | 4 | -1 | 0.9

Entries listed so far that contain a nitro group on carbon:
SMILES | FBW7 activator | TEAD-YAP inh | MITF inh | GPR151 activ
COc1ccccc1N(CCCN1C(=O)c2cccc3cccc(c23)C1=O)C(=O)c1cccc([N+](=O)[O-])c1 | 0.1 | -3 | -5 | 0.1
O=C(CN1CCN(c2ccc([N+](=O)[O-])cc2)CC1)c1ccccc1 | 0.0 | 11 | 7 | -0.5
Cc1ccc(C(=O)COC(=O)CN2C(=O)C3C4C=CC(C4)C3C2=O)cc1[N+](=O)[O-] (configuration not stated) | 0.2 | 3 | 1 | 13*
C=CCOc1ccc(CNc2cccc([N+](=O)[O-])c2)cc1 | 0.1 | -4 | 11 | 0.0
COc1ccc(NC(=O)c2ccco2)cc1NC(=O)COc1ccccc1[N+](=O)[O-] | -0.2 | -6 | 0 | -0.9

New compounds follow
Every second line gives: FBW7 activator	TEAD-YAP inh	MITF inh	GPR151 activ
> Cc1csc(-c2coc3cc(OC(=O)C(C)NC(=O)OCc4ccccc4)cc(C)c3c2=O)n1 (configuration not stated)
→ 0.2	-35	13	-6.8
> CCCCCn1nc(C)c(/C=N/NC(=O)c2ccc(=O)n(C)c2)c1C
→ 0.0	0	16	0.5
> CCOC(=O)c1nnn(-c2nonc2N)c1CNc1ccc(C(N)=O)cc1
→ 0.0	8	10	0.2
> O=C(NCCc1ccc(Cl)cc1)C1CC(=O)N(c2ccc(Cl)cc2)C1 (configuration not stated)
→ 0.1	-5	11	-0.4
> Cc1noc(C)c1S(=O)(=O)Nc1ccc(C(=O)NC2CCCCC2)cc1
→ 0.3	-15	-16	-1.0
> Cc1onc(-c2ccccc2)c1CNS(=O)(=O)c1cc2ccccc2s1
→ 0.0	5	7	-0.6
> c1ccc(Nc2ccc(Oc3ccnc(Nc4ccccc4)c3)cn2)cc1
→ 0.0	-14	-5	0.3
> CC(C)NC(=O)c1ccc2nc(N3CCCCC3)sc2c1
→ 0.7	-45	18	0.3
> CC(=O)N1CCOc2cc(S(=O)(=O)NCc3ccc(C)cc3)c(Cl)cc21
→ 0.2	-1	-13	0.6
> O=C(NCCOc1ccccc1)c1cccc(Nc2ccccn2)c1
→ 0.1	-59	-9	-1.5
> O=C(CCSCCC(=O)Nc1nccs1)Nc1nccs1
→ 0.0	3	3	-0.4
> NC(=S)NNc1cccc(Br)c1
→ -0.2	-1	-19	0.9
> COC(=O)C(C)Nc1cccc(C)c1 (configuration not stated)
→ -0.1	4	-19	2.3
> CCCCOC(=O)Nc1sc2c(c1C#N)CCCC2
→ 0.2	-107	-3	0.9
> CN(C)S(=O)(=O)c1ccc(C(=O)N2CCN(c3ccc([N+](=O)[O-])cc3)CC2)cc1
→ -0.1	-1	-6	-0.4
> Cc1ccc(OCC(=O)Nc2ccc(Br)cc2)cc1C
→ 0.0	-8	4	-0.3
> Cn1c(NC(=O)/C=C\c2ccccc2)cc(=O)n(C)c1=O
→ 0.1	-53	7	1.5
> CCCCn1c(CNC(=O)c2ccc([N+](=O)[O-])cc2)nnc1SC(C)C(=O)Nc1sc(C(=O)OCC)c(C)c1C(=O)OCC (configuration not stated)
→ -0.1	-5	2	1.3
> COc1cc(OC)c(Nc2nc3ccc(C)cc3n3cnnc23)cc1Cl
→ 1.0	-8	21	0.1
> COc1ccc2c(c1)nc(SCC(=O)c1ccccc1)n2C
→ 0.0	-1	7	0.3
> Cc1ccc2oc(-c3ccccc3Cl)cc(=O)c2c1
→ 0.1	-41	-3	-2.2
> Cc1ccc(OCC(=O)Nc2cc(C)ccc2C)cc1
→ 0.0	-38	-7	-0.4
> CSc1ncc(CN2CCCC(N3CCN(c4ccccc4)CC3)C2)cn1 (configuration not stated)
→ 0.3	-2	12	8.8*
> O=C(C1CC1)N1CCc2cc(Br)cc(S(=O)(=O)NCC3CCCO3)c21 (configuration not stated)
→ -0.2	-12	1	1.6
> Cc1ccc(C(=O)Nc2ncc(S(=O)(=O)c3ccc([N+](=O)[O-])cc3)s2)cc1C
→ 0.0	-2	7	-0.4
> CC(C)COC(=O)Nc1ccccc1I
→ -0.1	11	7	-1.1
> C/C(=N\NC(=O)CCn1nnc2ccccc21)c1ccc2ccccc2c1
→ 0.0	2	-10	-1.0
> Cc1c(CNC(=O)c2cc3nc(-c4cccs4)cc(C(F)(F)F)n3n2)cnn1C
→ 0.0	-7	7	0.9
> CCCCn1c2c(c(=O)n(C)c1=O)C(CC(=O)O)C(=O)N2 (configuration not stated)
→ -0.2	7	-4	1.7
> CCc1ccccc1N(CC(=O)N1CCN(CC)CC1)S(=O)(=O)c1ccc(C)cc1
→ -0.1	3	14	-1.7
> COc1cc(-c2nc(-c3ccc([N+](=O)[O-])cc3)no2)cc(OC)c1OC
→ -0.1	-12	6	0.5
> COc1ccc(CCn2c(SCC(=O)c3ccccc3)nc3ccsc3c2=O)cc1OC
→ 0.0	-9	-3	0.2
> Clc1ccccc1COc1ccccc1-c1nnco1
→ 0.0	-6	0	-0.5
> CCOc1cc(C=C2C(=O)c3ccccc3C2=O)ccc1OCC(=O)OC
→ -0.2	10	-8	0.2
> COCC(=O)N(Cc1ccco1)Cc1cc2ccc(F)cc2nc1N(C)C
→ -0.2	-4	-2	-0.2
> CCOC(=O)C1CCCN(Cc2ccc(OC)cc2)C1 (configuration not stated)
→ 0.1	7	52*	0.2
> O=C(NC1CCCCC1)c1ccccc1NS(=O)(=O)c1ccccc1[N+](=O)[O-]
→ -0.1	-3	-13	0.6
> CCOC(=O)c1sc(NC(=O)C(C)Sc2nnc(CNC(=O)c3cccc(F)c3)n2-c2cccc(C)c2)c(C(=O)OCC)c1C (configuration not stated)
→ 0.3	8	10	-2.7
> CC1CCN(CCNS(=O)(=O)c2ccc3c(c2)oc(=O)n3C)CC1
→ 0.0	3	-6	1.5
> O=C(NCC(O)CN1CCOCC1)c1ccc([N+](=O)[O-])cc1 (configuration not stated)
→ 0.3	2	-20	-1.4
> Cn1c(=O)n(C)c2nc([N+](=O)[O-])c(Cl)cc21
→ 0.2	10	10	-0.1
> CN(CCC1CCCCO1)C(=O)Cn1cc(NC(=O)c2ccccn2)cn1 (configuration not stated)
→ 1.0	5	22	1.6
> CN(Cc1ccccn1)C(=O)c1cc(COc2ccc(F)cc2Cl)on1
→ -0.1	-19	0	-1.7
> CCOC(=O)CN1CC23C=CC(O2)C(C(=O)Nc2ccc4c(c2)OCO4)C3C1=O (configuration not stated)
→ 0.5	-6	15	-0.6
> Cc1ccc(S(=O)(=O)N(C)CC(=O)NNC(=O)Cn2c(=O)oc3ccccc32)cc1
→ -0.1	1	6	-0.8
> CCOC(=O)Cc1ccc(NCc2ccc(Cl)cc2)cc1
→ 0.1	3	10	-2.0
